# Bioassay records as filed in PubChem BioAssay.
# HSF1 inhib: HSF1 inhibition | NIH3T3-HGL HSE-luciferase, MG132-induced, luminescence 8 h; active compounds read low | activity change, negative = inhibition, % at 7.5 µM (by protocol) | 300,000 tested, 0.77% active | AID 2098;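 active = more than half of replicate wells show activity change below -50%, luminescence cut by over half; inconclusive = some wells, but at most half, below -50%; inactive = no replicate well below -50%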;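 note: luciferase reports HSF-1 transcriptional activity via heat shock element; 0% = median of DMSO wells and -100% = zero luminescence signal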
# HSP90 refold inh: blocks HSP90-mediated luciferase refolding in reticulocyte lysate. Rabbit reticulocyte lysate, luciferase refolding luminescence, 3 h. inhibition, % at 5.6 µM. 290,000 tested, 0.91% active. AID 1789;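 active = inhibition above the screen-wide mean plus 3 SD, computed separately per campaign, cut at about 16% in these data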;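 note: 0% = DMSO wells and 100% = 60 µM geldanamycin wells; inhibitors lower the luminescence because luciferase stays unfolded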
# Platelet DG rel: modulates dense granule release in human platelets. human platelet-rich plasma, SFLLRN dense granule ATP release, luminescence. inhibition, %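 (compounds screened at 7.5 µM in platelet-rich plasma)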. 300,000 tested, 0.22% active. AID 1663;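 active = mean replicate score, as percent of positive control, at or above 50; inconclusive = mean below 50 but at least one replicate at or above 50; inactive = mean and every replicate below 50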
# DYRK1A inh: Dyrk1A (rat) kinase inhibition; Q63470; ADP-Glo luminescence, NFATc1 peptide; inhibition, % at 12.5 µM; 310,000 tested, 0.43% active; AID 504441; in the data active = inhibition above about 50%;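 note: plate controls were vehicle with enzyme for no effect and no enzyme for full effect; many of its hits are not listed in these tables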
# GSK3B inh: inhibitors of human GSK3beta kinase. P49841. activity score (negative = inhibition), % at 10 µM. 300,000 tested, 0.038% active. GST-GSK3beta kinase, ADP-Glo luminescence, 60 min; active compounds read low;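 active = more than half of replicate wells score below -50%, meaning over 50% inhibition versus plate controls; inconclusive = some replicates but at most half score below -50%; inactive = no replicate scores below -50%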;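 note: 0% = median DMSO wells and -100% = median GW8510 positive control wells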
# Target sequence (P49841 whole entry, looked up): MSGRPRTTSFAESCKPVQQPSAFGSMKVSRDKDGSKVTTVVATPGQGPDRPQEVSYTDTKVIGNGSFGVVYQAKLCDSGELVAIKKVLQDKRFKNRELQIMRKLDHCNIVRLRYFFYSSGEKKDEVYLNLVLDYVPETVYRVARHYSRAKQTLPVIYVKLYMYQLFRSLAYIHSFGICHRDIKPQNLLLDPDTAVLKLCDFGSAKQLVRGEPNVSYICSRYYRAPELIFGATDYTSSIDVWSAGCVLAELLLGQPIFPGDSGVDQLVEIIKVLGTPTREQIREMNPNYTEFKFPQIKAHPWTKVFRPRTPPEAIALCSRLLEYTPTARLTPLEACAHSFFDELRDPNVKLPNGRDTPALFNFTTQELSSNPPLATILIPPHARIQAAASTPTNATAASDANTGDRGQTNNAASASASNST
#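 Test system: GST-fused GSK3beta enzyme, cell-free | Quantity: 1.6 ng GST-GSK3beta enzyme per well | Reagent: 25 µM ATP with peptide substrate | Schedule: 60 min enzyme reaction, room temperature | Signal: Luminescent ADP-Glo measurement of ADP formed | Read-out basis: Score relative to plate controls | Control set: DMSO and 20 µM GW8510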
# HDAC3 inhib: human HDAC3 inhibition | recombinant HDAC3, fluorogenic peptide/trypsin coupled, fluorescence | inhibition, % at 8.3 µM | 320,000 tested, 0.15% active; in the data active = inhibition above about 26%, passing the limit was not always enough; inconclusive = no clear call, values can overlap the other calls
# Target sequence (O15379 whole entry, looked up): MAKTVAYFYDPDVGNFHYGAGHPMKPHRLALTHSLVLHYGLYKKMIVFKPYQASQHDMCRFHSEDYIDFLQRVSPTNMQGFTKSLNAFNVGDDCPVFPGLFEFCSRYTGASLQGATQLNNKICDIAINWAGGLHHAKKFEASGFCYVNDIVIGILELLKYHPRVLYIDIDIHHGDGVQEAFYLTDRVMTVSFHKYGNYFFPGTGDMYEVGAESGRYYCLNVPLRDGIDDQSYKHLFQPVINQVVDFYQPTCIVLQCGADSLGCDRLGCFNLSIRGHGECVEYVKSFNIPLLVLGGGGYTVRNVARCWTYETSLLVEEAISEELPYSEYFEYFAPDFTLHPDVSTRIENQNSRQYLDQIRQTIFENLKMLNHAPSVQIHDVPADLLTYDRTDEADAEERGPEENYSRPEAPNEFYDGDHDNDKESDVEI
# AI-2 QS mod: modulates the Vibrio harveyi AI-2 quorum sensing system | Vibrio harveyi JMH597 AI-2 luminescence/OD600 ratio, 9 h; active compounds read low; strain lacks LuxN and CqsS sensors; 0 = neutral-control median | activity change, % at 7.5 µM | 300,000 tested, 0.4% active; in the data active = activity change below about -75%, passing the limit was not always enough; inconclusive = no clear call, values can overlap the other calls;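 note: luminescence divided by OD600 gain over 9 h not by final OD600 alone; inactives centre near 13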
# HSF-1 act: increases HSF-1 driven luciferase reporter signal | NIH3T3-HGL HSF-1 luciferase reporter, MG132, 8 h; 100% = twice DMSO control signal | activation, % at 9 µM | 300,000 tested, 1.7% active | AID 504408;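 active = mean replicate activation of at least 50% with a set share of replicates each reaching 50%; inconclusive = only one of those two conditions met; inactive = mean below 50% and too few replicates reaching it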;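 note: 0% = median of the neutral control wells and 100% = twice that signal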
# GSK3A inh: inhibitors of human GSK-3 alpha kinase; P49840; ADP-Glo luminescence, 60 min; inhibition, % at 10 µM; 320,000 tested, 0.1% active;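 in the data active = inhibition above about 50%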;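 note: GST-tagged GSK-3 alpha with peptide substrate and 25 µM ATP; 0% = DMSO neutral wells and 100% = GW8510 positive control wells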
# PolyA inh: blocks polyadenylation in yeast reporter cells; S. cerevisiae SKY197-pL101 polyadenylation reporter, beta-gal luminescence; efflux-impaired pdr1/pdr3 knockout yeast; score 100 = 6 SD above DMSO; calls only at 12 µM; 300,000 tested, 0.02% active; AID 1875;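 active = lowest replicate activity score at least 50, where 100 means six control SD above control mean; inconclusive = lowest score under 50 but half or more replicates reach 50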;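 note: yeast exposed to compound for 9 h at 30 °C; higher score means more reporter readthrough which indicates perturbed polyadenylation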
# Starred values were filed as active, the others as inactive; i = inactive; ? = inconclusive; / = no result given. Not all compounds are listed; the hit share may differ from the screen's.
Compound	HSF1 inhib	HSP90 refold inh	Platelet DG rel	DYRK1A inh	GSK3B inh	HDAC3 inhib	AI-2 QS mod	HSF-1 act	GSK3A inh	PolyA inh
Nn1cc(-c2ccccc2)nc1SCC(=O)Nc1ccc2c(c1)OCO2	8	-5	-17	-1	-1	9	35	-10	4	i
COc1ccc2nc(NC(=O)CN(C)S(=O)(=O)c3cccs3)sc2c1	-6	-3	-5	48	-10	2	30	-5	12	i
CCOc1ccccc1-n1c(SCC(=O)NC(C)(C)C)nnc1-c1ccoc1C	-14	1	2	7	2	-5	20	-21	0	i
CC(=O)NCC(=O)NC(Cc1ccccc1)C(N)=O (stereo not given)	-8	0	-17	4	5	1	18	-2	-4	i
O=C(Cn1c(NCCO)nc2ccccc21)c1ccc(F)cc1	-6	0	0	/	2	2	8	0	-7	i
CCOC(=O)C1(Cc2cccc(F)c2)CCN(CC2CC2)CC1	-7	3	28	2	-1	2	-2	2	15	/
CCN(CC)c1ccc(/C=C2/SC(=O)N(C(C)C)C2=O)o1	142	2	2	-3	-4	/	15	209*	/	i
COc1ccc(S(=O)(=O)N2CCOC2CNC(=O)C(=O)NCCc2c[nH]c3ccccc23)cc1 (stereo not given)	8	-2	5	-10	1	-6	7	5	-1	i
COC(=O)[C@]1(C)N[C@H](c2ccc(-c3ccc(Cl)c(Cl)c3)c(OC)c2)[C@@H]2C(=O)N(C)C(=O)[C@@H]21	1	/	2	3	-2	-5	14	3	-1	i
COc1ccc(Cl)cc1NC(=S)NCCC(c1ccccc1)c1ccccc1	3	-2	-3	-2	-1	-6	47	9	10	i
Cc1cc(=O)[nH]c2c1c(C)nn2-c1ccccc1	-3	5	0	23	-5	9	-6	2	0	i
CCC(=O)Nc1cc2c3c(c1)CCC(=O)N3CCC2	0	1	-13	-5	-1	-10	34	-10	-5	i
CCCCc1nnc(NC(=O)C(=O)OCC)s1	-8	5	1	-16	-4	2	23	10	-5	i
CC(=O)Nc1nc(C)c(Cc2ccccc2)c(=O)[nH]1	-7	2	2	-2	0	-1	11	0	1	i
CCOc1ccc(C2C(C(=O)c3ccco3)=C(O)C(=O)N2CCCn2ccnc2)cc1OC (stereo not given)	1	-3	6	3	0	5	3	1	0	i
CCOc1ccc(-n2c(-c3ccccc3)nnc2-c2ccccc2)cc1	2	2	4	-2	-1	12	-9	7	-4	i
CCOC(=O)C1=C(NC(=S)NC(=O)c2ccccc2)c2ccccc2CC1C(C)C (stereo not given)	-37	-2	1	-8	2	20	1	-53	1	i
CCCNC(=O)C12CCC(C)(C(=O)O1)C2(C)C (stereo not given)	-9	3	-1	/	2	13	1	-2	-4	i
CC(=O)c1cccc(NC(=O)C2C3C=CC(C3=C(c3ccccc3)c3ccccc3)C2C(=O)O)c1 (stereo not given)	-1	0	-2	-3	2	-2	13	-27	-6	/
c1ccc(C2CCC3(CC2)Oc2ccccc2C2CC(c4cccnc4)=NN23)cc1 (stereo not given)	4	-7	0	/	3	6	10	-4	-3	i
Cc1ccc(C(=O)Nc2ccccc2C(=O)O)cc1S(=O)(=O)NCc1ccccc1	-92*	-6	-16	0	7	-7	-2	-93	0	i
CCOC(=O)C1CCN(C(=O)CCc2nnc3ccc(N4CCN(C)CC4)nn23)CC1	1	2	-14	-4	2	-2	-1	29	-1	i
O=CN/C=C/c1cc(O)ccc1O	/	3	/	2	/	1	/	/	19	/
Cn1c(SCC(N)=O)nnc1-c1cnccn1	-4	0	-6	-1	3	2	16	-11	-4	i
CC1CN(S(=O)(=O)c2csc(C(=O)Nc3ccccc3)c2)CC(C)O1 (stereo not given)	8	1	-14	-5	0	-4	29	1	6	i
Cc1nnc(C)n1/N=C/c1cc(Br)ccc1O	1	2	9	6	0	5	25	-8	0	i
C=CCN=C1CCCc2c1[nH]c1ccc(C)cc21	-4	3	0	5	-4	-5	25	11	0	i
COC(=O)C1=C(C)N(C)C(C)=C(C(=O)OC)C1c1cccc(Br)c1	19	2	-3	-6	2	1	0	25	0	i
CC(C)OC(=O)C1C2C=CC3(CN(CC4CCCO4)C(=O)C13)O2 (stereo not given)	-3	-4	-2	-2	-1	5	1	2	-3	/
O=C(CCC(=O)NNc1nc2ccccc2c2nc(-c3ccccc3)nn12)NCCCN1CCOCC1	5	0	3	3	-2	-3	26	16	2	i
COc1ccc(/C(C)=N/NC(=O)c2nc(C)cc(C)n2)cc1	4	6	4	-2	0	5	5	14	-3	i
Cc1ccc2c(C(=O)CCl)c(C)[nH]c2c1	5	0	-3	5	0	-2	41	10	-2	i
COc1ccc(OCC(=O)NNC(=S)NC(=O)C2CC2)cc1	3	-3	-9	12	-2	-8	?	13	/	i
Cc1nc(NCCc2ccccc2)c2nnn(Cc3ccccc3)c2n1	0	1	-17	/	4	-3	7	-10	/	i
Cc1ccc(C(=O)N/C(=C\c2ccc(-c3cccc([N+](=O)[O-])c3)o2)C(=O)NCCCN(C)C)cc1	-2	4	-2	11	-5	7	4	10	3	i
Cc1cccn2c(=O)c3cc(C(=O)NC4CCCCC4)n(C)c3nc12	-3	0	-2	-1	-1	1	5	1	-2	i
Cc1onc(-c2ccccc2Cl)c1C(=O)N1CCN(C=O)CC1	8	-2	-10	-15	-6	1	20	23	-2	i
CCc1ccc(NC2=NCC(=O)N2Cc2ccc3c(c2)OCO3)cc1	2	4	-8	4	1	0	-11	16	0	i
CCCCCOC(=O)Cn1c(N2CCOCC2)nc2c1c(=O)[nH]c(=O)n2C	2	3	11	5	0	2	-5	0	/	i
CS(=O)(=O)C1=NSC2=NC(=O)/C(=C\c3ccc(OS(=O)(=O)c4ccccc4)cc3)C(=N)N21	2	-6	12	4	7	7	20	3	-7	i
COc1ccc(C(=O)Nc2ccc(Cl)cc2C(=O)NCc2ccco2)cc1	-6	2	-2	-2	3	7	18	2	-1	i
O=C1c2ccccc2C(Nc2ccc(Cl)cn2)N1Cc1ccccc1 (stereo not given)	25	-1	0	2	0	15	10	?	1	i
Oc1ccc(/C=N/NC(=S)N/N=C/c2ccc(O)cc2)cc1	1	5	115*	9	-8	/	9	10	25	i
Cc1ccc(S(=O)(=O)c2cc3c(=O)n4ccccc4nc3n(CCc3ccccc3)c2=N)cc1	5	0	-21	-2	-2	-2	23	22	4	i
CC(=O)Nc1ccc2[nH]ccc2c1	1	1	3	18	1	5	6	-12	3	i
CCOc1ccccc1N1CCN(C(=O)CCCN2C(=O)c3cccc4cccc(c34)C2=O)CC1	-1	0	5	1	-1	1	8	2	1	i
CCc1cccc(NC(=O)CCCn2nc(CC)n3c(cc4occc43)c2=O)c1	-1	-6	-9	-3	1	?	31	0	0	i
O=C(O)c1cc([N+](=O)[O-])ccc1NCCO	1	3	3	3	-1	0	29	13	2	i
Cc1cc(Cl)ccc1OCCCC(=O)NCC1CCCO1 (stereo not given)	0	2	-4	3	-1	-4	-4	5	0	i
COc1cc(/C=N/Nc2nc(Nc3ccccc3)nc(-n3nc(C)cc3C)n2)cc(OC)c1OC	-27	1	17	-1	4	?	7	-36	-5	i

# Further records
Compound	HSF1 inhib	HSP90 refold inh	Platelet DG rel	DYRK1A inh	GSK3B inh	HDAC3 inhib	AI-2 QS mod	HSF-1 act	GSK3A inh	PolyA inh
Cc1ccc(Nc2nc(-c3sc(N)nc3C)cs2)cc1	-7	39*	7	3	-3	5	5	-6	0	i
COc1ccc(N(C=O)C(=S)SC)cc1	1	-1	-4	/	2	1	2	-22	0	i
CC1CCC(NC(=O)CN(C)S(=O)(=O)c2cccc3cccnc23)CC1 (stereo not given)	3	4	4	-2	-4	/	12	1	-2	i
O=C(NC(Cc1c[nH]c2ccccc12)C(=O)N/N=C/c1ccc(Cl)cc1)c1cccs1 (stereo not given)	3	2	4	-3	-1	0	14	-6	2	i
O=C(Cc1ccc(F)cc1)N(c1ccccc1)C1C=CS(=O)(=O)C1 (stereo not given)	7	-2	6	28	2	-2	1	16	5	i
COc1ccccc1N1CCN(C(=O)c2cccc(N3C(=O)C4C5C=CC(C5)C4C3=O)c2)CC1 (stereo not given)	3	-6	-12	-7	-4	0	21	4	-2	i
CNC(=O)c1cc(NC(=O)CCn2nc(-c3ccc(C)cc3)c3ccccc3c2=O)ccc1OC	7	0	10	/	0	3	0	-13	0	i
CC1CCN(c2nc3nonc3nc2Nc2ccc(F)cc2)CC1	-3	-1	1	/	1	1	28	12	2	i
CC(C)C[C@@H](NC(=O)C1CCC(CNC(=O)[C@@H]2CCCN2C(=O)OC(C)(C)C)CC1)C(=O)O (stereo not given in full)	-8	-2	-5	5	1	9	36	-7	1	i
CC1(c2nnc(-c3ccncc3)o2)CC(c2c(Cl)cccc2Cl)=NO1 (stereo not given)	-4	/	-2	39	-1	?	14	1	6	i
CCN1C(=NCCOC)N[C@@H](c2cccs2)C(C(=O)OC)=C1C	3	-1	5	-3	-5	-4	10	-1	1	i
Cc1ccc2nc(-c3cccnc3)oc2c1	20	-3	5	-1	2	-6	24	35	0	i
COc1ccc(Cl)cc1Nc1ncnc2sc(C)c(S(=O)(=O)N3CCC(C)CC3)c12	3	-4	2	-7	4	-1	18	28	-2	i
CCOC(=O)N1CCN(CC(O)COc2ccc3c(c2)CCC3)CC1 (stereo not given)	0	-2	4	-5	2	-1	7	23	-8	i
CCS(=O)(=O)N1CCC(N2CCC(C)CC2)CC1	-11	0	-7	-3	4	1	-11	-15	5	i
COc1ccc(C(=O)NC2=NCCS2)cc1S(=O)(=O)N1CCCCC1C (stereo not given)	-7	2	-4	0	0	4	19	-10	0	i
O=C1c2ccc(Br)cc2C(=O)N1c1ccc(Cc2ccncc2)cc1	/	4	/	1	0	/	21	/	/	/
CCOc1ccc2[nH]c(=O)c(=O)[nH]c2c1	/	1	/	-1	/	0	/	/	0	/
N#CCCn1cc(/C=N/NC(N)=S)c(-c2ccccc2)n1	-14	6	1	9	-2	5	1	-17	-1	i
CC1CCCCC12NC(=O)N(CC(=O)NC1CCCc3ccccc31)C2=O (stereo not given)	5	0	-2	-3	0	-1	24	3	0	i
Cc1ccc2nc(CCc3nc4ccc(C)cc4o3)oc2c1	9	-4	2	-4	-1	4	-58	-8	1	i
CCC(C)NS(=O)(=O)c1ccc(NS(=O)(=O)c2ccc(F)cc2)cc1 (stereo not given)	8	3	-7	1	1	3	23	4	-3	i
O=S(=O)(NCCNc1ncc(C(F)(F)F)cc1Cl)C(F)(F)F	9	0	6	-7	-2	7	23	21	-11	i
